Screening results (PubChem BioAssay)
H1N1 NS1A inhibition = NS1A inhibition, H1N1 influenza, cell based functional assay (AID 504329); NS1A functional cell-based assay, percent inhibition; higher % means a stronger effect; one-dose inhibition, % at 12.5 µM; IC50 in µM for titrated hits; 0.3% of 340,000 active; in the data active = a potency from the dose series; inconclusive = inhibition above about 27% without an active follow-up result; note: strong numbers were not always called active
tuberculosis growth = growth inhibition of non-replicating M. tuberculosis (AID 488890); 0.39% of 320,000 active; Mycobacterium tuberculosis non-replicating, growth inhibition; higher % means a stronger effect; inhibition, % at 25 µM, or IC50 in µM where a hit was titrated; in the data active = a potency from the dose series; inconclusive = inhibition mostly from about 82% at the one dose, without a potency; inactive = the rest, 99 in 100 with inhibition below about 76%;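 note: plate controls were DMSO cells for no effect and high antibiotic wells for full effect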
inhibitors of VEEV = inhibitors of VEEV TC-83 cytopathic effect, confirmation, Vero cells (AID 588727) | inhibition, % at 20 µM, or IC50 in µM where a hit was titrated | 0.13% of 350,000 active | Vero cells, VEEV TC-83 cytopathic effect inhibition; higher % means a stronger effect; in the data active = a potency from the dose series; inconclusive = inhibition mostly from about 14% at the one dose, without a potency; inactive = the rest, 99 in 100 with inhibition below about 12%; note: strong numbers were not always called active
Salmonella PhoP GFP = PhoP regulon inhibitors, Salmonella typhi PhoP promoter GFP reporter, confirmatory (AID 1850). Salmonella Typhi PhoP-promoter GFP reporter, fluorescence, 4 h; higher % means a stronger effect. inhibition, % at 50 µM; hits with a dose series show IC50 in µM. 0.33% of 310,000 active; in the data active = a potency from the dose series; inconclusive = inhibition mostly from about 25% at the one dose, without a potency; inactive = the rest, 99 in 100 with inhibition below about 19%;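 note: 0% = induced wells with vehicle and 100% = uninduced wells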
H37Rv inhibition = M. tuberculosis growth inhibition, HTS (AID 449762). M. tuberculosis H37Rv growth inhibition, 7H9 media; higher % means a stronger effect. inhibition, % at 25 µM, or IC50 in µM where a hit was titrated. 0.59% of 330,000 active; in the data active = a potency from the dose series; inconclusive = inhibition above about 70% without an active follow-up result;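 note: bacterial growth assessed after seven days of incubation; strong numbers were not always called active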
Starred values were filed as active, the others as inactive; i = inactive; ? = inconclusive; / = no result given.

SMILES	H1N1 NS1A inhibition	tuberculosis growth	inhibitors of VEEV	Salmonella PhoP GFP	H37Rv inhibition
CCOC(=O)C1CCN(C(=O)c2cc(S(=O)(=O)N3CCOCC3)ccc2C)CC1	-6%	-2%	2.7%	/	-11%
COc1ccc2c(O)c(-c3c(C)cc(C)cc3C)c(=O)[nH]c2c1	10%	-13%	0.4%	-3%	-8%
O=C(NC(=S)Nc1ccc(Br)cn1)c1cncc(Br)c1	4%	6%	3.4%	4%	10%
O=c1c2sccc2n(Cc2cccc(F)c2)c(=O)n1-c1ccc(F)cc1	4%	-8%	1.1%	-10%	5%
CC/S(CC1CC1(Cl)Cl)=N\S(=O)(=O)c1ccc(C)cc1 (stereo unspecified)	2%	-6%	i	-9%	-12%
CC(C)(CCC(=S)N1CCOCC1)c1ccccc1	0%	/	4.0%	/	/
C=CCNC(=O)[C@H]1N2C(=O)c3ccccc3C2SC1(C)C (stereo partly specified)	-8%	-2%	i	-1%	0%
COc1cccc(C(=O)N2CCC(O)(c3cccnc3)CC2)c1	-4%	-2%	0.6%	-1%	3%
CCOC(=O)c1cnc(N2CCN(c3ccccc3)CC2)[nH]c1=O	-1%	/	0.7%	/	/
O=C(O)c1cc(-c2ccc(Cl)c(Cl)c2)n(-c2ccc(F)cc2)n1	16%	16%	0.2%	-8%	4%
O=C(Cn1nnc(-c2ccccc2)n1)OC1CCOC1=O (stereo unspecified)	18%	-8%	1.5%	-2%	1%
Cc1[nH]c2ccccc2c1C(=O)COC(=O)C1CC(O)CN1S(=O)(=O)c1ccc(Cl)cc1 (stereo unspecified)	-4%	23%	2.2%	/	-2%
COc1cccc(CN2CC(C(=O)NCCSc3nnnn3C)CCC2=O)c1 (stereo unspecified)	-9%	-27%	i	-3%	0%
O=C(NNC1=NCCCCC1)c1cccc([N+](=O)[O-])c1	-3%	1%	0.8%	-1%	-1%
COCCNC(=O)Cn1ccc2cc(S(=O)(=O)N3CCCCCC3)ccc21	-6%	9%	2.0%	7%	6%
CCc1cc(C(=O)OC)c(NC(=O)CC2Nc3cc(C)c(C)cc3NC2=O)s1 (stereo unspecified)	2%	-11%	0.7%	-5%	-3%
O=C(CSc1nc2ccccc2c(=O)n1-c1ccc(F)cc1)Nc1ccc(Cl)c(S(=O)(=O)N2CCOCC2)c1	-4%	26%	8.1%	-1%	-4%
Cc1ccc(S(=O)(=O)NCC(=O)N2CCOCCOCCOCC2)cc1	4%	7%	i	7%	-3%
CCN(CC)CCCNC(=O)c1c(O)c2cc(F)cc3c2n(c1=O)C(C)CC3 (stereo unspecified)	-6%	?	i	-13%	3%
CCCC1(C(=O)OC)NC(c2ccc(OC)c(OC)c2)C2C(=O)N(c3ccc4c(c3)OCO4)C(=O)C21 (stereo unspecified)	12%	13%	1.3%	-5%	1%
O=C(/C=C/c1cccc([N+](=O)[O-])c1)N1CC[C@@]2(O)CCCC[C@H]2C1	-18%	0%	0.9%	5%	-5%
Cc1cccc(NC2CCCCC2NS(=O)(=O)c2ccccc2)c1 (stereo unspecified)	-1%	/	2.9%	/	/
COc1cccc(CNC(=O)c2ccccc2-c2ccccc2C(=O)O)c1	-7%	55%	0.8%	1%	0%
CN(CCc1ccccc1)C(=O)c1ccc(NC(=O)Cc2cccc(NC(=O)C3CCN(C(=O)CCc4ccccc4)CC3)c2)cc1	-2%	/	0.2%	/	/
O=C(NCc1ccccn1)Nc1cccc(NC(=O)NCc2ccccn2)c1	7%	16%	9.7%	-7%	-17%
CC1=C(N2CC2)C(=O)C(CO)=C(N2CC2)C1=O	9%	/	i	/	/
Cc1cccc2nc(CSc3nnc4ccccn34)cn12	-2%	-2%	6.0%	-7%	-10%
CC(NC(=O)C1CCC(=O)N1Cc1ccc(F)cc1)c1ccc2c(c1)OCCO2 (stereo unspecified)	-6%	7%	0.7%	-12%	-9%
O=C(O)CCc1nc(-c2ccccc2Cl)no1	-2%	3%	0.1%	-2%	-2%
Cc1ccc(O)c(NC(=O)C2=CC(c3cccs3)=NS(=O)(=O)N2C)c1	7%	7%	6.6%	5%	-12%
COc1ccccc1C(=O)NC(=O)COC(=O)Cn1[nH]c(=O)c2ccccc2c1=O	-12%	-7%	0.9%	6%	-4%
CN(CC(=O)Nc1ccc(F)cc1)C(=O)Cc1ccsc1	-8%	-3%	1.6%	/	-1%
Cc1ccc(S(=O)(=O)N[C@H](C(=O)OCC(=O)NC(=O)c2cccn2C)C(C)C)cc1	2%	/	i	/	/
Cc1ccc(Sc2cc(C(=O)c3ccccc3C(=O)O)ccc2[N+](=O)[O-])cc1	2%	-5%	0.2%	-17%	5%
COc1ccc(C2=NN(S(C)(=O)=O)C(c3cccs3)C2)cc1 (stereo unspecified)	-8%	5%	1.2%	-3%	-4%
CN(C)CCn1c(=O)n(-c2ccc(F)cc2)c(=O)c2c3c(sc21)CCCCC3	2%	4%	i	6%	4%
O=C1Nc2cc(C(=O)NCCN3CCCCCC3)ccc2S/C1=C\c1ccccc1	11%	i	i	-3%	?
Cc1cc(NC(=O)CCC(=O)N(c2ccccc2)C(C(=O)NC2CCCC2)c2ccccc2)no1 (stereo unspecified)	-3%	3%	2.6%	2%	6%
CCC1=C(OC(=O)N(CC)CC)N2C(=O)OC(=NCC(=O)OC)[C@]2(C)[C@H]2C1=CC[C@H]1C(=O)NC(=O)[C@H]12	8%	2%	i	-20%	18%
COc1cccc(NC(=O)CCCn2c(=S)[nH]c3ccccc3c2=O)c1	-3%	-6%	2.4%	5%	-5%
O=[N+]([O-])c1ccccc1CNC1CCCc2ccccc21 (stereo unspecified)	-5%	16%	0.1%	-2%	3%
Cc1ccc(Oc2ncccc2NC(=O)CCCC(=O)O)c2c1CCC2	/	-1%	0.0%	-4%	-4%
O=C(NC1CC2CCC(C1)N2C(=O)NCc1ccccc1)NC12CC3CC(CC(C3)C1)C2 (stereo unspecified)	7%	-4%	2.7%	5%	3%
O=c1[nH]c(=O)c2ncc(-c3ccc(Cl)cc3)nc2[nH]1	/	4%	/	2%	3%
CCCOC(=O)C(C)n1cnc2sc(C)c(C)c2c1=O (stereo unspecified)	-1%	79%	0.4%	4%	?
COc1cccc(COc2ccccc2C2Nc3ccc(Br)cc3C(=O)N2NC(=O)c2ccncc2)c1 (stereo unspecified)	-10%	74%	5.8%	5%	?
COc1cccc(CN(C(=O)c2ccccc2Cl)C2CCS(=O)(=O)C2)c1 (stereo unspecified)	-3%	-2%	1.2%	5%	3%
c1ccc2c(c1)CCCN2c1nc2ccccc2n2cnnc12	-9%	0%	8.0%	-17%	-11%
COc1ccc(-n2c(SCC(N)=O)nnc2-c2ccco2)cc1	-1%	9%	i	-7%	-4%
C=CCOc1cccc(C2/C(=C(\O)c3ccc4c(c3)OCCO4)C(=O)C(=O)N2Cc2cccnc2)c1 (stereo unspecified)	-1%	35%	2.1%	-1%	7%
CCOC(=O)c1ccc(NC(=O)NCCc2cnc[nH]2)cc1	21%	4%	0.2%	8%	-9%
Cc1ccc(S(=O)(=O)N(C)C)cc1NC(=O)CSc1nnnn1-c1ccc(O)cc1	3%	0%	2.0%	11%	-2%
C[C@H]1COC(=O)[C@@H](CC(=O)OC(C)(C)C)C/C=C\C[C@@H](CC(=O)N(CCO)Cc2ccccc2)C(=O)N1	5%	32%	i	/	-5%
CN(C)CCC(=O)N1c2ccccc2Sc2ccc(Cl)cc21	-5%	i	i	11%	-1%
C=CCn1c(SCC(=O)N(CC)C2CCS(=O)(=O)C2)nc2cc(C(=O)O)ccc2c1=O (stereo unspecified)	2%	-17%	i	/	-14%
N#C/C=C/C(=C\Nc1ccc(Cl)cc1)S(=O)(=O)c1ccccc1	18%	-12%	i	-1%	9%
Cc1cc(NC(=O)Cn2nc(C(=O)O)c3ccccc3c2=O)ccc1Br	-6%	-13%	1.4%	-12%	10%
Oc1ccc2ccccc2c1N=Nc1ccccc1F	20µM*	27%	0.1%	-16%	-3%
O=C(CCc1nnc(C2(c3ccc(Cl)cc3)CCC2)o1)NCCCn1cccn1	-4%	1%	i	4%	-12%
Cc1ccc(NC(=O)c2nsc(Cl)c2Cl)cc1	5%	21%	0.5%	0%	3%

Continued.
SMILES	H1N1 NS1A inhibition	tuberculosis growth	inhibitors of VEEV	Salmonella PhoP GFP	H37Rv inhibition
Cc1noc(C)c1NC(=O)N(C)C[C@@H]1Oc2c(NC(=O)NC(C)C)cccc2C(=O)N([C@@H](C)CO)C[C@@H]1C	-17%	14%	2.2%	/	-4%
c1cncc(-c2cn(C[C@H]3CC[C@H](Cn4cc(-c5cccnc5)nn4)O3)nn2)c1	-19%	/	i	/	/
Cc1cc(Br)ccc1NC(=O)CN(C)C(=O)CSC(=S)N1CCCC1	3%	18%	i	/	-14%
NC(=S)N/N=C/c1cc([N+](=O)[O-])ccc1Cl	-3%	51%	1.2%	-1%	1%
CCc1cc(=O)oc2cc(OCC(=O)NCCCN3CCCC3=O)ccc12	-4%	-1%	1.2%	11%	2%
Cc1ccc(S(=O)(=O)Nc2cccc(-c3ccc4nnc(C)n4n3)c2)s1	-10%	6%	8.6%	1%	-1%
Cn1nnnc1Sc1ncnc2scc(-c3ccccc3Cl)c12	-17%	8%	?	/	-9%
O=C(COC(=O)CCC(=O)c1cccs1)Nc1ccccc1[N+](=O)[O-]	-5%	28%	0.3%	-9%	3%
CNC(=O)N1CCN(C(=O)NC)CC1	-4%	-16%	1.7%	-13%	-7%
CN(CC1CCCN(CCc2ccc(Cl)cc2)C1)C(=O)C(=O)c1ccco1 (stereo unspecified)	7%	30%	0.1%	-11%	0%
Nc1oc2ccccc2c(=O)c1-c1ccc2c(c1)OCO2	2%	12%	2.0%	-10%	6%
O=c1oc2ccccc2c(NCc2ccccc2)c1[N+](=O)[O-]	-1%	9%	0.4%	-15%	2%
N#C/C(=C\c1ccccc1)C(=O)NNS(=O)(=O)c1cccc([N+](=O)[O-])c1	-2%	8%	3.8%	/	0%
O=C1OC(c2ccccc2)c2ccc3ccccc3c21 (stereo unspecified)	-4%	0%	0.4%	-10%	4%
Cc1[nH]c2c(C)cccc2c(=O)c1Br	-1%	2%	0.3%	9%	-2%
COC(=O)c1ccc(C2=NOC(C)(c3sc(-c4ccc(Cl)cc4)nc3C)C2)cc1 (stereo unspecified)	1%	-2%	0.6%	1%	?

A stretch from the list above:
SMILES	H1N1 NS1A inhibition	tuberculosis growth	inhibitors of VEEV	Salmonella PhoP GFP	H37Rv inhibition
NC(=S)N/N=C/c1cc([N+](=O)[O-])ccc1Cl	-3%	51%	1.2%	-1%	1%
CCc1cc(=O)oc2cc(OCC(=O)NCCCN3CCCC3=O)ccc12	-4%	-1%	1.2%	11%	2%
Cc1ccc(S(=O)(=O)Nc2cccc(-c3ccc4nnc(C)n4n3)c2)s1	-10%	6%	8.6%	1%	-1%
Cn1nnnc1Sc1ncnc2scc(-c3ccccc3Cl)c12	-17%	8%	?	/	-9%
O=C(COC(=O)CCC(=O)c1cccs1)Nc1ccccc1[N+](=O)[O-]	-5%	28%	0.3%	-9%	3%
CNC(=O)N1CCN(C(=O)NC)CC1	-4%	-16%	1.7%	-13%	-7%
CN(CC1CCCN(CCc2ccc(Cl)cc2)C1)C(=O)C(=O)c1ccco1 (stereo unspecified)	7%	30%	0.1%	-11%	0%
Nc1oc2ccccc2c(=O)c1-c1ccc2c(c1)OCO2	2%	12%	2.0%	-10%	6%
O=c1oc2ccccc2c(NCc2ccccc2)c1[N+](=O)[O-]	-1%	9%	0.4%	-15%	2%
N#C/C(=C\c1ccccc1)C(=O)NNS(=O)(=O)c1cccc([N+](=O)[O-])c1	-2%	8%	3.8%	/	0%
O=C1OC(c2ccccc2)c2ccc3ccccc3c21 (stereo unspecified)	-4%	0%	0.4%	-10%	4%
Cc1[nH]c2c(C)cccc2c(=O)c1Br	-1%	2%	0.3%	9%	-2%
COC(=O)c1ccc(C2=NOC(C)(c3sc(-c4ccc(Cl)cc4)nc3C)C2)cc1 (stereo unspecified)	1%	-2%	0.6%	1%	?
